Screening data from PubChem.
Rac1 wt modul = modulators of human Rac1 wildtype GTP binding | P63000 | GST-Rac1 beads, fluorescent GTP binding, flow cytometry; actives lie on both sides; 0 = cold GTP competed, 100 = untreated | GTP binding activity (% of control), % at 10 µM | 190,000 compounds, 0.27% hits | AID 757;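 active = GTP binding activity at least 20 points away from the 100% control level, either lower or higher; inconclusive = compound flagged as likely green fluorescent, judged across all proteins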
HRas wt GTP = human HRas wildtype GTP binding, change in either direction | GST-Ras wt beads, Bodipy-FL-GTP binding, flow cytometry; actives lie on both sides | AID 759 | 190,000 compounds, 0.14% hits | GTP binding activity, % at 10 µM | P01112;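 active = GTP binding activity at least 20% away from the 100% baseline, either lowered as inhibitor or raised as activator; inconclusive = flagged as likely green fluorescent, judged across all proteins in the well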;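 note: 0% = unlabeled GTP competition control and 100% = no-compound control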
Target sequence (P01112 whole entry, looked up): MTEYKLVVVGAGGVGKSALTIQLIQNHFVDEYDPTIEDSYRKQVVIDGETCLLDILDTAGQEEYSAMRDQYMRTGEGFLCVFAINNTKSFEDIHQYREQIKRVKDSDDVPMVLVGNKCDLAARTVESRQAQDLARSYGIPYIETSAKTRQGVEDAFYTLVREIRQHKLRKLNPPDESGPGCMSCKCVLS
ABCB1 block = human ABCB1 inhibition, ABCG2 as counter-screen | inhibition, % at 6.6 µM | CCRF-Adr cells, JC-1 efflux, flow cytometry | P08183 | AID 1326 | 190,000 compounds, 0.067% hits; in the data active = inhibition above about 40%;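 note: 0% = vehicle and 100% = reference inhibitor; higher value means more JC-1 retained so stronger ABCB1 efflux block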
Mcl1-Noxa inh = disrupts binding of human Mcl-1 to Noxa peptide | AID 1022 | 220,000 compounds, 1.5% hits | TR-FRET Mcl-1/Noxa peptide binding, 2 h | inhibition, % at 21.7 µM;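 active = compounds that cut the protein-peptide binding signal by more than 50% relative to plate controls in a single-dose test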;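 note: His-tagged Mcl-1 with rhodamine Noxa BH3 peptide and terbium anti-His antibody; 0% = Mcl-1 plus Noxa peptide wells and 100% = peptide-only wells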
Target sequence (Q07820 whole entry, looked up): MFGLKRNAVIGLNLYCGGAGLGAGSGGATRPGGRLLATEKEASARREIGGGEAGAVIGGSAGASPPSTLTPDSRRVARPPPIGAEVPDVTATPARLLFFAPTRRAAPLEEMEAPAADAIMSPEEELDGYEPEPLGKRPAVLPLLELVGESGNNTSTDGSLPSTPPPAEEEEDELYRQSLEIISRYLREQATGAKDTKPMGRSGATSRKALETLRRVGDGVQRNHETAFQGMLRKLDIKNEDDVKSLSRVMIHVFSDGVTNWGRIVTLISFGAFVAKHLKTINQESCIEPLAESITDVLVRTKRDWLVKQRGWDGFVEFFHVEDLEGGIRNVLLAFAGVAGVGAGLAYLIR
Cdc42 wt = changes GTP binding to wildtype human Cdc42 | GST-Cdc42 beads, Bodipy-GTP binding, flow cytometry; actives lie on both sides | percent activity (GTP binding), % at 10 µM | 190,000 compounds, 0.2% hits | P60953;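 active = percent activity GTP binding at least 20 points away from the 100% baseline, either down as inhibitor or up as activator; inconclusive = compound flagged as likely green fluorescent from well-wide comparison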;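 note: median bead fluorescence of bound Bodipy-FL-GTP at 100 nM; 0% = excess unlabeled GTP control and 100% = no compound control; below 100% means less GTP binding so inhibitor and above means activator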
Target sequence (P60953 whole entry, looked up): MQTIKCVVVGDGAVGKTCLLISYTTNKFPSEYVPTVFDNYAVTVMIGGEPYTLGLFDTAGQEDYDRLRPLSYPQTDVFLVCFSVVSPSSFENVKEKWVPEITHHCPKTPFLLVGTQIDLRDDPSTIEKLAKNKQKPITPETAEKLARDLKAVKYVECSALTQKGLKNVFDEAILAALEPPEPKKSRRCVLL
Rab2A wt mod = changes GTP binding to wildtype dog Rab2A, up or down. P61105. GTP binding activity, % at 10 µM. GST-Rab2 wt beads, Bodipy-GTP binding, flow cytometry. 190,000 compounds, 0.19% hits. AID 760;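 active = GTP binding activity at least 20 points away from 100%, either lowered or raised; inconclusive = signal likely due to the compound's own green fluorescence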;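 note: 0% = beads with excess unlabeled GTP and 100% = no-compound control corrected for plate trend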
Rab7 wt GTP bind = dog Rab7 wildtype GTP binding, inhibitors and activators; GST-Rab7 beads, fluorescent GTP binding, flow cytometry; actives lie on both sides; untreated = 100%, excess cold GTP = 0%; GTP binding activity (percent of control), % at 10 µM; 190,000 compounds, 0.055% hits; AID 758;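 active = fluorescent GTP binding to Rab7 beads changed by at least 20 points from the 100% baseline, either direction, mostly lower; inconclusive = compound itself probably fluorescent, or too few beads counted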;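 note: median green fluorescence of bound Bodipy-FL-GTP per Rab7 bead population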
Avidin bead fluor = avidin bead compound fluorescence profile. fluorescence (KMESF) at 10 µM. Avidin beads, compound fluorescence 488/530 nm, flow cytometry; stronger effect = higher value. AID 1775. 220,000 compounds, 0.38% hits; in the data active = fluorescence above about 47; note: inactives centre near 10
ABCG2 block = inhibitors of human ABCG2 transporter, ABCB1 counter-screen | inhibition, % at 6.6 µM | Q9UNQ0 | IgMXP3 cells, JC-1 efflux, flow cytometry | 190,000 compounds, 0.1% hits | AID 1325;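 active = inhibition above 80%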;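 note: 0% = DMSO and 100% = nicardipine control wells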
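Incubation: cells with compound and JC-1, 10 min at 25 °C, rotating, no wash / Test system: IgMXP3 (ABCG2) plus far-red-tagged CCRF-Adr (ABCB1) cells / Compound dosing: one concentration, 6.6 µM final / Also added: JC-1 fluorescent substrate / Evaluation: efflux inhibition in percent versus controls / Detection: flow cytometry, 530 nm JC-1 signal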
Rac1 act GTP bind = alters GTP binding to activated mutant human Rac1; P63000; GST-Rac1 activated beads, fluorescent GTP binding, flow cytometry; actives lie on both sides; 100% means binding = to untreated wells; percent activity (GTP binding), % at 10 µM; 190,000 compounds, 0.11% hits; AID 764;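 active = GTP binding at least 20 percentage points away from the 100% baseline, in either direction, so actives lie on both sides; inconclusive = Compound likely fluorescent itself, or too few beads counted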
Pf gametocyte = kills late stage P. falciparum gametocytes; P. falciparum stage V gametocytes, ATP luminescence, 24 h; inhibition, % at 10.9 µM; 150,000 compounds, 0.065% hits; AID 743093;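 active = inhibition above the mean plus 3 SD of compounds within the control limits, set per campaign, cut at about 38% in these data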;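 note: 0% = DMSO wells and 100% = medium only without gametocytes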
* = called active by the depositor; ? = inconclusive; . = no result given.

The line under a structure holds: Rac1 wt modul	HRas wt GTP	ABCB1 block	Mcl1-Noxa inh	Cdc42 wt	Rab2A wt mod	Rab7 wt GTP bind	Avidin bead fluor	ABCG2 block	Rac1 act GTP bind	Pf gametocyte
1. O=C(COC(=O)CC1CC2CCC1C2)NC(=O)NCc1ccco1 (stereo unspecified)
  100	100	0.0	-2	99	101	97	26	-1	99	.
2. Cc1ccc(Oc2nnc(-c3cccs3)c3ccccc23)cc1
  102	97	-0.6	-116	101	99	98	2	2	94	12
3. Cc1ccc(N2C(=O)C(Cl)=C(Nc3c(C)n(C)n(-c4ccccc4)c3=O)C2=O)cc1
  99	98	-0.2	-16	97	98	97	5	-1	96	.
4. CCOc1ccc(NC(=O)C(C)O)c(NS(=O)(=O)c2ccc(CCNC(C)=O)cc2)c1 (stereo unspecified)
  102	102	-0.2	2	104	100	101	10	6	97	18
5. COc1ccc(Cc2nnc(NC(=O)c3cccc([N+](=O)[O-])c3C)s2)cc1
  102	102	-2.5	5	102	102	101	18	1	100	9
6. CCn1c(=O)oc2cc(NC(=O)CCl)ccc21
  96	96	0.4	-5	92	97	96	12	9	95	-6
7. Cc1ccc(C)c(NC(=O)CSc2nc(N)c(NC(=O)c3cccs3)c(=O)[nH]2)c1
  100	100	-0.6	5	98	98	102	6	2	96	.
8. Cc1ccc(Oc2nc3c(c(=O)n(C)c(=O)n3C)n2C)cc1C
  98	97	1.4	18	97	98	108	11	34	98	.
9. O=C(NC1C2CC3CC(C2)CC1C3)C1CC1 (stereo unspecified)
  95	96	0.7	-1	98	95	93	9	-1	95	.
10. COc1ccc(CCNC(=O)C(=O)NCC2CCCO2)cc1OC (stereo unspecified)
  108	102	0.2	12	103	101	101	8	0	101	.
11. COc1ccccc1NC(=O)C1=C(C)NC(=O)NC1c1cc(C)cs1 (stereo unspecified)
  106	99	0.1	18	103	101	99	11	0	103	.
12. O=C(NC1CCN(C(=S)NCCc2ccccc2)CC1)C1CCCCC1
  98	97	0.0	-1	100	98	95	6	2	95	3
13. Brc1cc(Br)c2ncnc(N3CCCCC3)c2c1
  99	98	0.8	-26	97	97	99	7	4	95	.
14. Cc1cc(OCc2nnc(SCC(=O)OC3CCCCC3)o2)ccc1Cl
  106	98	0.5	5	99	94	100	12	7	96	-30
15. CC(C)Cn1c(Cc2ccccc2)n[nH]c1=S
  96	97	0.4	-1	99	94	94	34	1	97	.
16. CCOC(=O)C1CCCN(C(=O)Cc2ccc(C)cc2)C1 (stereo unspecified)
  101	98	0.7	18	102	100	101	7	4	98	.
17. COc1cc(/C=C/C(=O)O)ccc1OS(=O)(=O)c1cc(C)ccc1C
  94	94	0.0	17	93	94	94	14	-1	93	7
18. CC(C)(C)c1ccc(Cn2nc(CC(=O)O)c3ccccc3c2=O)cc1
  91	95	-1.0	7	92	95	94	8	-2	92	-7
19. O=C(Cc1ccc(Br)cc1)OCC(=O)N1CCc2ccccc2C1
  101	96	0.3	-10	101	96	97	22	19	98	-13
20. COc1ccccc1-c1nc(C(F)(F)F)c(OC)o1
  101	100	0.3	-3	100	100	100	34	1	98	-2
21. O=C(Nc1nccs1)c1ccc(NC(=O)c2ccco2)cc1
  101	99	0.5	-5	97	98	102	38	9	98	16
22. C=CCOc1ccc2c(OC)c3ccoc3nc2c1OC
  100	95	0.3	11	93	97	92	3	4	94	.
23. CC(=O)/C(=N/Nc1ccccc1)N1CCOCC1
  106	101	0.3	-5	99	100	102	26	-1	97	-23
24. CC(=O)NC1C(=O)N=C(SCc2ccccc2)NC1=O (stereo unspecified)
  104	101	.	26	102	98	101	7	.	99	34
25. Cc1ccc(C(=O)NC2(C(F)(F)F)N=C3SCCN3C2=O)cc1 (stereo unspecified)
  102	102	0.3	-3	106	104	104	23	1	98	14
26. COc1ccc(/C=C/C(=O)OCC(=O)NCc2ccco2)cc1OC
  109	101	0.0	-7	102	101	100	11	4	101	12
27. CC1CCCCC1NC(=O)COC(=O)COc1ccccc1Cl (stereo unspecified)
  98	98	0.2	8	97	98	105	25	1	95	11
28. O=C1OC(/C=C/c2ccccc2)=NC/1=C/c1ccco1
  107	102	-4.7	-17	101	100	101	4	-11	96	-14
29. COc1ccccc1C(=O)Nc1ccc(C2=NNC(=O)CC2C)cc1 (stereo unspecified)
  104	104	.	-11	103	101	99	5	8	102	-12
30. COc1cc2cc(CN(Cc3cccnc3)C(=O)NCc3ccccc3)c(=O)[nH]c2cc1OC
  100	100	0.4	13	98	99	101	9	1	99	.
31. Cn1c(Cl)cnc1C1CC(=O)c2cc(Cl)ccc2O1 (stereo unspecified)
  103	104	1.0	9	106	105	99	17	7	101	.
32. CC1=NN(C(=O)c2ccc(Cn3cc([N+](=O)[O-])cn3)cc2)C(O)(C(F)(F)F)C1 (stereo unspecified)
  102	97	0.4	14	102	100	97	1	6	101	-6
33. C#CCONC(=O)c1cc(OCC(F)(F)F)ccc1OCC(F)(F)F
  100	99	0.7	-9	99	101	101	24	6	101	21
34. Cc1ccc(OCC(=O)Nc2sc3c(c2C#N)CCC3)cc1C
  99	100	0.1	-1	96	101	104	23	1	96	-22
35. Cc1nonc1NC(=O)c1ccccc1Br
  104	103	-0.3	-7	104	102	101	12	-1	99	.
36. COc1cccc(CN2CCN(Cc3nc(-c4cccs4)oc3C)CC2CCO)c1 (stereo unspecified)
  98	95	0.7	2	97	99	97	2	1	95	7
37. Cc1ccc(OCC(=O)NNC(=O)c2cc(C)[nH]n2)cc1
  102	101	-0.9	6	96	100	98	14	-10	99	.
38. CC(C)CC(=O)NC(=S)Nc1cccc(NC(=O)c2ccccc2)c1
  104	98	0.3	20	100	97	99	15	0	98	7
39. O=C(N/C(=C/c1cccc(Br)c1)c1nc(=S)[nH][nH]1)c1ccccc1
  104	101	-1.8	27	99	101	100	6	-12	100	-18
40. Cc1nc2ccc(NC(=O)c3ccc4ccccc4n3)cc2s1
  ?	?	0.7	8	?	?	?	11	20	?	-25
41. COc1cc2c(cc1NC(=O)CSc1nc3ccccc3[nH]1)oc1ccccc12
  105	99	0.0	2	100	98	96	10	2	101	.
42. N#CCCn1nnc2ccccc21
  104	106	-0.1	12	108	106	97	18	-1	102	-2
43. COc1cc2c(cc1OC)CN(C(=S)Nc1ccc(C)cc1C)CC2
  101	100	1.1	-4	99	100	97	6	8	97	48*
44. O=C(c1ccco1)N1CCN(S(=O)(=O)Cc2ccc(Cl)cc2)CC1
  105	101	-0.3	4	103	102	100	10	2	99	.
45. CCOC(=O)c1[nH]c2ccccc2c1NC(=O)CCN1CC(C)OC(C)C1 (stereo unspecified)
  109	107	0.1	12	103	103	109	14	14	100	11

Ordered by number of heavy atoms (rising): part of the list above
The line under a structure holds: Rac1 wt modul	HRas wt GTP	ABCB1 block	Mcl1-Noxa inh	Cdc42 wt	Rab2A wt mod	Rab7 wt GTP bind	Avidin bead fluor	ABCG2 block	Rac1 act GTP bind	Pf gametocyte
15. CC(C)Cn1c(Cc2ccccc2)n[nH]c1=S
  96	97	0.4	-1	99	94	94	34	1	97	.
28. O=C1OC(/C=C/c2ccccc2)=NC/1=C/c1ccco1
  107	102	-4.7	-17	101	100	101	4	-11	96	-14
22. C=CCOc1ccc2c(OC)c3ccoc3nc2c1OC
  100	95	0.3	11	93	97	92	3	4	94	.
8. Cc1ccc(Oc2nc3c(c(=O)n(C)c(=O)n3C)n2C)cc1C
  98	97	1.4	18	97	98	108	11	34	98	.
44. O=C(c1ccco1)N1CCN(S(=O)(=O)Cc2ccc(Cl)cc2)CC1
  105	101	-0.3	4	103	102	100	10	2	99	.
43. COc1cc2c(cc1OC)CN(C(=S)Nc1ccc(C)cc1C)CC2
  101	100	1.1	-4	99	100	97	6	8	97	48*
14. Cc1cc(OCc2nnc(SCC(=O)OC3CCCCC3)o2)ccc1Cl
  106	98	0.5	5	99	94	100	12	7	96	-30
5. COc1ccc(Cc2nnc(NC(=O)c3cccc([N+](=O)[O-])c3C)s2)cc1
  102	102	-2.5	5	102	102	101	18	1	100	9

Further results.
The line under a structure holds: Rac1 wt modul	HRas wt GTP	ABCB1 block	Mcl1-Noxa inh	Cdc42 wt	Rab2A wt mod	Rab7 wt GTP bind	Avidin bead fluor	ABCG2 block	Rac1 act GTP bind	Pf gametocyte
46. CCN(CC)c1cc(C)c2ccccc2n1
  107	102	0.2	36	101	99	101	5	6	100	.
47. O=C(COC(=O)CSc1cccc2cccc(Cl)c12)Nc1ncc(C(F)(F)F)cc1Cl
  95	96	0.2	16	94	95	97	19	1	96	-11
48. CCO[C@H]1OC(C(=O)N2CCN(Cc3ccc4c(c3)OCO4)CC2)=C[C@@H](c2ccc3c(c2)OCO3)[C@@H]1CCCO
  98	97	2.4	22	97	98	98	7	8	95	.
49. COc1ccccc1NS(=O)(=O)c1cc(N/C(=N\S(=O)(=O)c2ccccc2)c2ccc(F)cc2)ccc1Cl
  103	100	0.7	-1	103	100	96	14	-10	101	3
50. Cc1cc2c(C)cc(=O)oc2c2c1NCCC2
  99	97	0.6	19	99	96	95	31	4	96	.
51. CC(=O)c1ccc(N2CCN(CC(=O)Nc3ccccc3N3CCOCC3)CC2)cc1
  97	95	0.5	-5	99	95	96	12	18	95	-5
52. CCN(CC(=O)Nc1ccc(OC)cc1)CC(=O)Nc1ccc(Cl)cc1F
  99	97	1.1	-7	98	100	105	12	18	94	.
53. CCOc1ccc(N2C(=O)Nc3ccccc3C2(O)C(=O)NCc2ccc(OC)cc2)cc1 (stereo unspecified)
  99	97	0.8	2	100	95	97	9	11	94	3
54. Cc1cccc(N(CC(=O)NC2CCCC2)C(=O)CS(=O)CC(=O)Nc2ccc3c(c2)OCO3)c1C (stereo unspecified)
  104	102	0.1	-13	102	100	98	7	1	99	.
55. Cc1ccccc1C(=O)O/N=C(\c1ccccc1)c1ccccn1
  ?	?	-0.3	-4	?	?	?	13	1	?	.
56. COc1ccc(NC(=O)c2c(C)oc3c2CCCC3)cc1
  100	98	-2.3	3	98	96	99	5	-3	96	-12
